AMA1 RON2 block: inhibitors of Plasmodium falciparum AMA1-RON2 interaction. 360,000 tested, 0.2% active. Potency, µM (titrated, usually from 58.2 µM), for the others: at the top dose activity change, negative = inhibition, hits mostly inhibitors. AlphaScreen AMA1-biotinylated RON2 peptide binding;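 further: potency means the concentration at half of the fitted maximal effect; 0% = vehicle wells and -100% = peptide control; nearly all actives have a fitted effect of over 45% in size; some results filed as inactive show a strong effect at the top dose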
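AMA1 (3D7) with his tag at 25 nM final met compounds first, then biotinylated RON2 peptide at 25 nM; detection used donor plus acceptor beads, 10 µg/mL apiece, read by AlphaScreen after 30 min at room temperature.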
LmPK inh: LmPK (Leishmania mexicana) enzyme inhibition; 290,000 tested, 0.37% active; Potency, µM (doses to about 57.5 µM), inactives show top-dose activity change, negative = inhibition, actives largely listed as inhibitors; Q27686; purified LmPK, Kinase-Glo ATP luminescence, 1 h; further: potency means the concentration at half of the fitted maximal effect
Target sequence (Q27686 whole entry, looked up): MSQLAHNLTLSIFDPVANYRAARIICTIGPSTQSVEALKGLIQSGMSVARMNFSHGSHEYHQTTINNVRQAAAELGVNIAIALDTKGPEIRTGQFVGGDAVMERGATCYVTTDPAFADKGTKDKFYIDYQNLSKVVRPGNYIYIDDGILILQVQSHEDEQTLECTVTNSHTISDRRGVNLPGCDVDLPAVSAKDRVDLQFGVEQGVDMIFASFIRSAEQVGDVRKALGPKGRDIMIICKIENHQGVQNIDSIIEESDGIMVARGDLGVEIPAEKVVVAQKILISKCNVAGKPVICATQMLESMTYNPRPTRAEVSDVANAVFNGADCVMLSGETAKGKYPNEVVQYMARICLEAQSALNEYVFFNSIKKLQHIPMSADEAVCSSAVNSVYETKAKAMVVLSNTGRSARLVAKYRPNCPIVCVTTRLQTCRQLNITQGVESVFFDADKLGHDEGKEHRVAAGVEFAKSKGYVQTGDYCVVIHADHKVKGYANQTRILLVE
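Purified LmPK (0.1 nM) converted ADP (0.1 mM) to ATP with PEP (0.5 mM) in imidazole buffer pH 7.2 with KCl and MgCl2, 1 h at room temperature. ATP was read by Kinase-Glo luminescence; data normalized to uninhibited and no-enzyme controls.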
AmpC inh detg: inhibitors of E. coli AmpC beta-lactamase with detergent; 370,000 tested, 0.041% active; AmpC hydrolysis of nitrocefin, absorbance 480 nm, 0.01% Triton; P00811; Potency, µM (doses to about 114 µM), without a hit: at the highest dose activity change, negative = inhibition, usual class: inhibitors;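 further: potency means the concentration at half of the fitted maximal effect; 0% = no-compound wells and -100% = no-enzyme wells; nearly all actives have a fitted effect of over 25% in size; some results filed as inactive show a strong effect at the top dose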
Target sequence (P00811 whole entry, looked up): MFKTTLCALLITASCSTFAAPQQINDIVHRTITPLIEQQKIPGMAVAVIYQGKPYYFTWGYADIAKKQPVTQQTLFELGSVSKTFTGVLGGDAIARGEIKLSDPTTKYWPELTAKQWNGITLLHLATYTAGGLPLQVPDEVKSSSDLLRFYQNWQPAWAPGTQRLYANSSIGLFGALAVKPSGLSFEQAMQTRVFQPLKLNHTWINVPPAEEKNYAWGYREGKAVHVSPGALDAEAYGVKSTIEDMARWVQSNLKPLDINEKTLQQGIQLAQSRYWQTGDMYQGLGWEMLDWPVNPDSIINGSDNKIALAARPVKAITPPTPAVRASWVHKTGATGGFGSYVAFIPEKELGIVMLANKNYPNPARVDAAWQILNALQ
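AmpC (5.3 nM in the dispensed reagent) in 20 mM phosphate pH 7.0 with 0.01% (detergent screen) or 0.0001% Triton X-100 was preincubated with compounds for 15 min at room temperature. Nitrocefin was then added from an 800 uM solution, and hydrolysis was followed at 480 nm.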
AmpC no deterg: inhibitors of E. coli AmpC beta-lactamase without detergent. AID 485341. Potency, µM (top dose mostly 57.1 µM), inactives show top-dose activity change, negative = inhibition, usual class: inhibitors. AmpC nitrocefin hydrolysis, absorbance 480 nm, 0.0001% Triton. 330,000 tested, 0.52% active;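 further: potency means the concentration at half of the fitted maximal effect; plate controls were no compound for no effect and no enzyme for full effect; nearly all actives have a fitted effect of over 20% in size; some results filed as inactive show a strong effect at the top dose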
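AmpC (5.3 nM in the dispensed reagent) in 20 mM phosphate pH 7.0 with 0.01% (detergent screen) or 0.0001% Triton X-100 was preincubated with compounds for 15 min at room temperature. Nitrocefin was then added from an 800 uM solution, and hydrolysis was followed at 480 nm.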
Tb PYK inh: inhibitors of Trypanosoma brucei pyruvate kinase. Potency, µM (doses to about 76.8 µM), for inactives: at the top dose activity, negative = inhibition, actives largely listed as inhibitors. Q57TT1. 410,000 tested, 0.12% active. TbPYK enzyme, Kinase-Glo Plus ATP luminescence, 45 min; further: potency means the concentration at half of the fitted maximal effect; nearly all actives have a fitted effect of over 50% in size
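Glycolytic pyruvate kinase of T. brucei was incubated with substrate, test compound and 130 uM ADP for 45 minutes at room temperature. Luminescent Kinase-Glo Plus signal was measured after 10 minutes.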
HCMV antiviral: human cytomegalovirus inhibition | HFF cells, HCMV-luciferase reporter, 72 h; active compounds read low | activity change, negative = inhibition, % at 57.5 µM | 410,000 tested, 4.5% active; in the data active means activity change below about -60%; inconclusive means no clear call, values can overlap the other calls; inactive means above about -39%
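HFF cells seeded 16 h at 37C, treated with compounds, infected with luciferase-reporter HCMV at MOI 1 PFU/cell; luciferase read at 72 h post infection, normalized to buffer-only and Salinomycin controls.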
HCV inh: inhibitors of hepatitis C virus infection | 340,000 tested, 3.4% active | Huh7.5.1 HCVcc-Cre infection, luciferase reporter, 44 h | AID 651820 | Potency, µM (titrated, usually from 41.8 µM), for inactives: at the top dose activity change, negative = inhibition, usual class: inhibitors; further: potency means the concentration at half of the fitted maximal effect
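Seed cells (1,000/well) for 4 h; treat with compound and infect with HCVcc-Cre, moi about 0.5. Incubate 44 h, then detect luciferase activity.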
Starred values were filed as active, the others as inactive; ? = inconclusive; . = not tested or not shown; [ ] = dose if it differs, or a comment. Unless noted, the call rests on the fitted dose curve; in most records, active means well fitted curve in the direction sought with a large enough effect; inconclusive means small, poorly fitted or top-dose-only effect, or another doubt; inactive means no such curve, though single readings can be large; an effect the other way counts as inactive or inconclusive. Unless noted, on the % scale 0 is the no-effect control and ±100 the full control effect.

SMILES	AMA1 RON2 block	LmPK inh	AmpC inh detg	AmpC no deterg	Tb PYK inh	HCMV antiviral	HCV inh
c1cncc(-c2nc(N3CCOCC3)c3c4c(sc3n2)CCC4)c1	0%	0%	3%	-20%	-2%	-33	?
CCOc1ccc(-n2c(SCC(=O)N3CCCC3)nc3c([nH]c4ccccc43)c2=O)cc1	.	.	6%	.	-6%	37	.
Cc1cc(S(=O)(=O)N2CCOCC2)ccc1OCC(=O)Nc1cccc(F)c1	0%	-6%	8%	17%	2%	-3	1%
CCOc1ccc(CC(=O)Nc2ccc3c(c2)N(C)C(=O)c2ccccc2S3)cc1OCC	.	.	8%	.	0%	-23	.
N#Cc1cc([N+](=O)[O-])ccc1N1CCN(c2ccccc2O)CC1	-6%	-5%	3%	-27%	-6%	-37	?
COc1cc(/C=N/NC(=O)CCN2CCN(C)CC2)cc2c1OCO2	14%	-1%	-3%	-3%	-9%	22	.
COc1ccccc1/C=N/n1c(N)c(C(=O)NC2CCCCC2)c2nc3ccccc3nc21	-10%	4%	-1%	-14%	-3%	5	-28%
Cc1[nH]nc(-c2ccc(O)cc2O)c1-c1nc2ccccc2s1	49%[activator]	-1%	?	-34%	0%	19	?
O=C(Cn1cnc2c(nnn2Cc2ccc(F)cc2)c1=O)NCc1ccc2c(c1)OCO2	-11%	4%	-4%	-43%	-7%	53	16%
O=C(COC(=O)Cn1cnc2ccccc21)Nc1ccccc1C(F)(F)F	4%	.	.	-17%	-19%	19	-1%
Cc1ccc2c(c1)C(c1ccc(F)cc1)N(C(=O)c1ccc(S(=O)(=O)N3CCCCC3)cc1)CC(=O)N2 (stereo not drawn)	.	.	5%	.	-5%	4	.
Cc1ccc(O)c(NC(=O)c2ccc(Br)c(S(=O)(=O)N3CCCCC3)c2)c1	.	.	0%	.	1%	-73*	.
COc1ccc(CCNC(=O)c2cc3cccc4c3n2CC(C)S4)c(OC)c1OC (stereo not drawn)	.	.	2%	.	4%[15.4 µM]	0	.
CCOC(=O)C1(CCOc2ccccc2)CCN(CC=C(C)C)CC1	4%	2%	-10%	9%	0%	15	-12%
Cc1nc(SCc2ccc([N+](=O)[O-])cc2)nc2ccccc12	-1%	4%	4%	1%	-4%	?	?
Cc1cc(NC(=O)c2ccoc2C)ccc1Br	-2%	.	-7%	-27%	-12%	-37	?
Cc1cc(OCCn2ccnc2)cc(C(C)C)c1	-24%	0%	1%	2%	-11%	0	?
CCCOc1ccc(-c2nc(N3CCN(C)CC3)c3ccccc3n2)cc1	-13%	10%	?	159%[activator]	-3%	48	?
COc1cc(C2NC(=O)NC(C)=C2C(C)=O)ccc1O (stereo not drawn)	-22%	-3%	-3%	-7%	-3%	-27	16%
Cc1[nH]ccc(=O)c1Cc1c(Cl)cccc1Cl	-9%	4%	4%	-8%	-2%	13	2%

Reformatted: seven of the compounds above
Below each SMILES – AMA1 RON2 block | LmPK inh | AmpC inh detg | AmpC no deterg | Tb PYK inh | HCMV antiviral | HCV inh
- COc1cc(/C=N/NC(=O)CCN2CCN(C)CC2)cc2c1OCO2
    14% | -1% | -3% | -3% | -9% | 22 | .
- COc1ccccc1/C=N/n1c(N)c(C(=O)NC2CCCCC2)c2nc3ccccc3nc21
    -10% | 4% | -1% | -14% | -3% | 5 | -28%
- Cc1[nH]nc(-c2ccc(O)cc2O)c1-c1nc2ccccc2s1
    49%[activator] | -1% | ? | -34% | 0% | 19 | ?
- O=C(Cn1cnc2c(nnn2Cc2ccc(F)cc2)c1=O)NCc1ccc2c(c1)OCO2
    -11% | 4% | -4% | -43% | -7% | 53 | 16%
- O=C(COC(=O)Cn1cnc2ccccc21)Nc1ccccc1C(F)(F)F
    4% | . | . | -17% | -19% | 19 | -1%
- Cc1ccc2c(c1)C(c1ccc(F)cc1)N(C(=O)c1ccc(S(=O)(=O)N3CCCCC3)cc1)CC(=O)N2 (stereo not drawn)
    . | . | 5% | . | -5% | 4 | .
- Cc1ccc(O)c(NC(=O)c2ccc(Br)c(S(=O)(=O)N3CCCCC3)c2)c1
    . | . | 0% | . | 1% | -73* | .

The listing picks up, repeating the three entries before the break.
SMILES	AMA1 RON2 block	LmPK inh	AmpC inh detg	AmpC no deterg	Tb PYK inh	HCMV antiviral	HCV inh
CCCOc1ccc(-c2nc(N3CCN(C)CC3)c3ccccc3n2)cc1	-13%	10%	?	159%[activator]	-3%	48	?
COc1cc(C2NC(=O)NC(C)=C2C(C)=O)ccc1O (stereo not drawn)	-22%	-3%	-3%	-7%	-3%	-27	16%
Cc1[nH]ccc(=O)c1Cc1c(Cl)cccc1Cl	-9%	4%	4%	-8%	-2%	13	2%
O=C(CCC(=O)NNC(=O)c1ccc(Cl)cc1Cl)NCc1ccccc1	74%[activator]	.	6%	-3%	-3%	-4	12%
Cc1cc(Br)ccc1NC(=O)CN(C)Cc1cccs1	4%	-2%	-14%	-4%	-4%	-21	-17%
CC(C)C(=O)NNC(=O)c1csc(CS(=O)(=O)c2ccc(Cl)cc2)n1	113%[activator]	-3%	-4%	-3%	1%	0	16%
CCOC(=O)c1cc(C(=O)Nc2ccc(S(=O)(=O)Nc3ccc(OC)cc3)cc2)nn1C	.	-6%	2%	-26%	.	3	.
CCCn1cnc2c(SCCc3ccccc3)nc(N)nc21	0%	.	.	.	-9%	-22	-7%
Cc1ccc(C)c(S(=O)(=O)N2CCN(C(=O)CCc3c[nH]c4ccccc34)CC2)c1	-11%	.	-15%	38%	-17%	0	-23%
CC(NC(=O)Cc1ccc(NC(=O)N2CCCCc3ccccc32)cc1)c1ccccc1 (stereo not drawn)	.	.	-2%	.	2%	-4	.
COc1ccc(C(=O)NC2CCN(C(=S)NCCc3ccccc3)CC2)cc1	-5%	0%	-1%	19%	-8%	61	-4%
CC(NC(=O)C1CCN(c2nnc(N3CCCC3=O)s2)CC1)c1ccccc1 (stereo not drawn)	20%	1%	-8%	23%	2%	-6	-6%
O=C(NCc1ccc(F)cc1)C1CCCN1C(=O)Nc1ccccc1 (stereo not drawn)	0%	2%	5%	-1%	-12%	50	-3%
COc1ccccc1NC(=O)c1c(NC(=O)Cc2ccccc2)sc2c1CCC(C(C)(C)C)C2 (stereo not drawn)	.	.	6%	.	0%	30	.
Cc1ccc(Nc2nc3ccc(Cl)cc3n3cnnc23)cc1F	15%	-2%	2%	-30%	-9%	-21	?
Cc1cccc(N2C(=O)c3cccnc3C2=O)c1	17%	1%	3%	-4%	-7%	67	-3%
COc1ccc(CN=C2NN=C(c3cccc(OC)c3)CS2)cc1	35%[activator]	-6%	-8%	-56%	?	-22	-2%
O=[N+]([O-])c1ccc(/C=N/n2c(COc3ccccc3)n[nH]c2=S)cc1	52%[activator]	1%	-5%	-40%	?	20	13%
Cn1cc(CNCC2CCCO2)c(-c2ccc(Oc3ccccc3)cc2)n1 (stereo not drawn)	24%	9%	-6%	175%[activator]	-7%	2	2%
CC(C)C[C@H](NC(=O)N1CC(=O)Nc2ccccc21)C(=O)N[C@@H](Cc1ccccc1)C(=O)O	5%	5%	?	-5%	8%	-6	25%
CC1=CSC2=NS(=O)(=O)CCN12	1%	-1%	-5%	1%	-5%	35	5%
CCOc1ccc(/C=N/NC(=O)Cc2ccccc2)cc1CN1CC2CC(C1)c1cccc(=O)n1C2 (stereo not drawn)	-16%	.	4%	145%[activator]	7%	-33	7.9µM*
COc1ccc(CNC(=O)Cn2cc(C)c(=O)[nH]c2=O)cc1	14%	.	.	.	3%	-15	16%

Some values from the results shown:
Value for `CCOC(=O)c1cc(C(=O)Nc2ccc(S(=O)(=O)Nc3ccc(OC)cc3)cc2)nn1C` in HCMV antiviral: 3
Value for `Cc1ccc(C)c(S(=O)(=O)N2CCN(C(=O)CCc3c[nH]c4ccccc34)CC2)c1` in AMA1 RON2 block: -11%

Continued:
SMILES	AMA1 RON2 block	LmPK inh	AmpC inh detg	AmpC no deterg	Tb PYK inh	HCMV antiviral	HCV inh
COc1cc(C(=O)OCc2cc(=O)n3nc(C4CCCCC4)sc3n2)cc(OC)c1OC	.	.	-9%	.	2%	8	.
COc1ccc(C(C)=O)cc1CN1C(=O)NC2(CCCCCC2)C1=O	12%	1%	-2%	-8%	.	11	1%
Cc1ccc(C(=O)O)cc1N1C(=O)c2cccc3c([N+](=O)[O-])ccc(c23)C1=O	-9%	14%	-9%	-24%	-17%	-100*	?
Cc1cc(N2CCN(S(=O)(=O)c3ccc(Cl)c(Cl)c3)CC2)c2ccccc2n1	-4%	-9%	1%	207%[activator]	-6%	?	11µM*
CC(C)OCCCNC(=O)C1CCC(CNS(=O)(=O)c2cccc3nsnc23)CC1 (stereo not drawn)	-9%	-8%	?	18%	-1%	.	3%
CCNc1nc(C(=O)O)nc(N2CCOCC2)n1	?	-4%	-7%	-11%	2%	-20	21%
COC(=O)COc1cccc2c(=O)n(CC(=O)N3CCC(C)CC3)ccc12	10%	2%	5%	-3%	2%	86	7%
O=C(NCc1ccc(F)cc1)c1cc2sccc2n1Cc1ccc(F)cc1	.	-1%	-7%	-31%	.	-11	?
Cc1ccc2cc(NC(=O)CC(CC(=O)O)c3ccccc3)ccc2n1 (stereo not drawn)	0%	5%	-5%	-18%	1%	5	-1%
COc1ccc(N2CCN(C(=O)CCC(=O)N3CC(C)Oc4ccccc43)CC2)cc1 (stereo not drawn)	-12%	2%	-14%	106%[activator]	-4%	-9	?
CCCCCCSc1cc(-c2nc3cnccn3c2NCCCC)ccc1OC	18%	.	.	48%	-3%	.	?
COc1cc(C2Nc3ccccc3-c3nnc(SCc4ccc(C)cc4)nc3O2)cc(OC)c1O (stereo not drawn)	.	.	-7%	.	-15%	-7	.

The order is random. About 7.5% of those tested had a hit in this group.
